POLH inh – inhibitors of human DNA polymerase eta | recombinant Pol eta, fluorescent DNA replication assay | Potency, µM (highest dose often 114 µM), without a hit: top-dose activity change, negative = inhibition, usual class: inhibitors | hit rate 1.2% among 390,000; note: potency is the fitted concentration of half-maximal effect; % is set by controls: 0 for no effect and ±100 for the full control effect
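Pol eta (10 nM) was preincubated with compounds for 15 min at room temperature, after which fluorescent replication substrate (50 nM final) was added to start the reaction. Fluorescence was read kinetically at 0 and 10 min.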
RGS4 inhibitor – blocks human RGS4-accelerated GTP hydrolysis. Transcreener GDP fluorescence polarization, RGS4-accelerated GTP hydrolysis. Potency, µM (highest dose often 114 µM), for inactives: at the highest dose activity change, negative = inhibition, hits mostly inhibitors. AID 504845. hit rate 0.039% among 390,000; note: potency is the fitted concentration of half-maximal effect; % is set by controls: 0 for no effect and ±100 for the full control effect; nearly all actives have a fitted effect of over 75% in size; some results filed as inactive show a strong effect at the top dose
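MLSMR compounds (23 nl, pin-transferred) preincubated 10 min at room temperature with a 500nM (2x) first reagent, then RGS4 at 900nM (2x) plus Transcreener GDP mix added; fluorescence polarization (620/688 nm) read before and after 90 min at 30 °C.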
Apoferritin bind – binds horse apoferritin like a general anesthetic; P02791; apoferritin/1-aminoanthracene competitive binding, fluorescence; Potency, µM (top dose mostly 77.5 µM), for the others: at the top dose activity change, negative = displacement, most hits filed as inhibitors; hit rate 0.074% among 350,000; AID 485281; note: potency is the fitted concentration of half-maximal effect; % is set by controls: 0 for no effect and ±100 for the full control effect; nearly all actives have a fitted effect of over 20% in size
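Apoferritin-based anesthetic binding model; compound displacement of fluorescent 1-AMA measured as endpoint fluorescence after 10 minutes at room temperature, scaled to free-ligand and complex controls.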
LDHA inh – inhibitors of human lactate dehydrogenase A. P00338. purified LDHA, NADH/diaphorase-resazurin fluorescence; active compounds read low. activity change, % (values are at about 110 or 230 µM). hit rate 0.15% among 480,000. AID 1347041; in the data active = activity change below about -30%; inconclusive = mostly about -25% to -30%;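 note: plate controls were DMSO wells for no effect and wells without enzyme for full effect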
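Enzyme activity of human lactate dehydrogenase 5 (2 nM; 0.06 mM NADH, 0.2 mM pyruvate, 5 min, RT) is measured via a resazurin/diaphorase fluorescence readout of residual NADH.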
Pol kappa inh – inhibitors of human DNA polymerase kappa; Q9UBT6; purified Pol kappa, fluorescent DNA synthesis assay, 10 min; Potency, µM (titrated, usually from 107 µM), for the others: top-dose activity, negative = inhibition, hits mostly inhibitors; hit rate 0.53% among 400,000; AID 588579; note: potency is the fitted concentration of half-maximal effect; % is set by controls: 0 for no effect and ±100 for the full control effect
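50 nM final substrate added after 15 min RT preincubation of 10 nM Pol kappa with compound; fluorescence read at 0 and 10 min.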
APE1 inh – inhibitors of human APE1 endonuclease; P27695; recombinant APE1, TAMRA/BHQ-2 abasic DNA cleavage fluorescence; Potency, µM (series often up to 65.8 µM), for inactives: at the highest dose activity change, negative = inhibition, most hits filed as inhibitors; hit rate 0.35% among 350,000;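 note: potency is the fitted concentration of half-maximal effect; plate controls were vehicle for no effect and reference inhibitor for full effect; nearly all actives have a fitted effect of over 55% in size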
Target sequence (P27695 whole entry, looked up): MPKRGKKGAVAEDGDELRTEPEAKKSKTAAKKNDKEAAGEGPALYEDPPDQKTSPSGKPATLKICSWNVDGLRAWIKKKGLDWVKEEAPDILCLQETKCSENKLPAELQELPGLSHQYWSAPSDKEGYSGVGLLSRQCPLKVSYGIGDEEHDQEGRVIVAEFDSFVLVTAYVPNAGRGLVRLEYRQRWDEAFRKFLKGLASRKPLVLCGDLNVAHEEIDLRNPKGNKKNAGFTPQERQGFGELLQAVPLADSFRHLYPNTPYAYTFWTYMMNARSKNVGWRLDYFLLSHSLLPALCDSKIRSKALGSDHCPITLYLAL
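Measures dequenching upon AP-site incision of a 5'-TAMRA/3'-BHQ-2 THF-containing duplex, 50 nM; human APE1 0.75 nM after 15 min room-temperature exposure to compound; kinetic three-point read at one-minute spacing.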
ALOX12 inh – ALOX12 (human) lipoxygenase inhibition; P18054; purified 12hLO, xylenol orange hydroperoxide absorbance; Potency, µM (doses to about 108 µM), for inactives: at the highest dose activity change, negative = inhibition, hits mostly inhibitors; hit rate 1.1% among 580,000; note: potency is the fitted concentration of half-maximal effect; % is set by controls: 0 for no effect and ±100 for the full control effect
Target sequence (P18054 whole entry, looked up): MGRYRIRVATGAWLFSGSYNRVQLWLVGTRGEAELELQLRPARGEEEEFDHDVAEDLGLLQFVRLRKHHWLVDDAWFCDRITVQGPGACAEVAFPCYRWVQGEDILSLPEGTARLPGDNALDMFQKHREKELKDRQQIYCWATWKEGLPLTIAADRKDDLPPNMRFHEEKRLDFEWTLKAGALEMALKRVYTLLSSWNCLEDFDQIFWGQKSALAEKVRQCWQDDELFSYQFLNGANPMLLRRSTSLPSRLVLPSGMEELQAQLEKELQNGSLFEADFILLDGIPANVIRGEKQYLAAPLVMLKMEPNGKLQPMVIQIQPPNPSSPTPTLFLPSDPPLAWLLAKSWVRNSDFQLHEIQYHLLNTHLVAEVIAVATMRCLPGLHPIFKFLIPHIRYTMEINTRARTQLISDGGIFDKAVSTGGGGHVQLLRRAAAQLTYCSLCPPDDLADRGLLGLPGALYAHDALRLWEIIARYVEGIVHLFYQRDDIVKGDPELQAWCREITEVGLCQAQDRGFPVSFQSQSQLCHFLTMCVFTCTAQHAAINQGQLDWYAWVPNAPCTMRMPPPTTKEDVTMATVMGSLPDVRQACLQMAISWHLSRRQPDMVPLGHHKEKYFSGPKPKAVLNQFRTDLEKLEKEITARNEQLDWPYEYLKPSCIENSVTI
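Purified human 12hLO (150 nM final) in 25 mM Hepes, 0.01% Triton X-100, pH 7.0 was preincubated 15 min at room temperature with compound. Then 40 uM arachidonic acid was added, 30 min. Hydroperoxide was read by Fe-XO absorbance ratio 573/405 nm.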
POLB inh – DNA polymerase beta (human) inhibition | AID 485314 | P06746 | Pol beta primer extension/strand displacement, fluorescence kinetic | Potency, µM (titrated, usually from 114 µM), for inactives: top-dose activity change, negative = inhibition, actives largely listed as inhibitors | hit rate 1.3% among 340,000; note: potency is the fitted concentration of half-maximal effect; % is set by controls: 0 for no effect and ±100 for the full control effect
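Reaction started by 50 nM substrate onto compound-treated Pol beta (10 nM, 15 min preincubation, room temperature); plates read at 0 min and 10 min. Normalized concentration-effect data fitted by four-parameter Hill equation.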
ERG Ets-DNA blk – blocks human ERG Ets domain binding to DNA; P11308; fluorescence polarization, His-ERG Ets domain / labelled DNA; Potency, µM (titrated, usually from 76.9 µM), for inactives: at the top dose FP activity, negative = inhibition, hits mostly inhibitors; hit rate 0.028% among 370,000; AID 624246; active = well fitted inhibition curve with a large enough effect in the polarisation, with a control signal flat; inconclusive = small, poorly fitted or top-dose-only effect, or effect the other way, or a change in a side signal; inactive = no such curve, though single readings can be large or run the other way; the % refers to the polarisation;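 note: polarization taken with two DNA probes labelled with fluorescein and Texas red; potency is the fitted concentration of half-maximal effect; % of control where 0% means no effect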
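His-tagged ERG Ets domain (1 uM in the protein solution; 300mM KCl, 50mM Tris-HCl, 1mM EDTA, 1mM DTT, pH 7.5) received compound, then a probe mix of 5 nM fluorescein-DNA and 100nM Texas-615-DNA. Fluorescence polarization was read for both dyes.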
Numbers without * were called inactive; ? = inconclusive; / = not tested or not shown; & = joins results of further samples; [ ] = remark or other dose. Unless noted, calls come from the whole dose curve; as a rule, active = well fitted curve in the direction sought with a large enough effect; inconclusive = small, poorly fitted or top-dose-only effect, or another doubt; inactive = no such curve, though single readings can be large; an effect the other way counts as inactive or inconclusive. Only part of the results is shown; count on the stated rates, not on these rows.

no.	SMILES	POLH inh	RGS4 inhibitor	Apoferritin bind	LDHA inh	Pol kappa inh
1	Cc1ccccc1Nc1nc(N)nc(CSc2ccccc2)n1	-7%	0%	-17%	-1	-6%
2	Nc1ccc(-n2nncc2-c2ccccc2)cc1	-16%	28%	-9%	0	7%
3	NC(=O)c1oc2ccccc2c1NC(=O)CCc1ccccc1	-14%	-6%	-9%	0	-1%
4	CCC(=O)Nc1nc2ccc([N+](=O)[O-])cc2s1	-13%	9%	4%	2	-21%
5	C=CCc1c(N(CC)CC)nc(C)[nH]c1=O	-11%	22%	-3%	-1	4%
6	CCc1ccc(NC(=O)Cn2c(=O)n(Cc3ccc(C)cc3)c(=O)c3cccnc32)cc1	-16%	27%	6%	-9	-3%
7	COc1ccc(N2CCN(C(CNC(=O)c3cccc(OC)c3)c3cccnc3)CC2)cc1 (centres undefined)	-16%	9%	-15%	2	-6%
8	Clc1ccc(-c2cccs2)nn1	-1%	16%	-11%	-9	-4%

no.	APE1 inh	ALOX12 inh	POLB inh	ERG Ets-DNA blk
1	-4%	-5%	21%	-5%
2	9%	403%[activator]	-1%	0%
3	-2%	?	?	-1%
4	2%	1%	29%	-18%
5	0%	-3%	27%	-1%
6	/	-11%	6%	4%
7	/	3%	1%	0%
8	0%	-10%	-7%	1%

Additional entries:
no.	SMILES	POLH inh	RGS4 inhibitor	Apoferritin bind	LDHA inh	Pol kappa inh
9	COc1ccc(Br)cc1CNCCSc1nnnn1C	3%	-27%	-9%	-10	-17%
10	CCN(CC)CCCNC(=O)CC1Sc2ccccc2NC1=O (centres undefined)	2%	-6%	-2%	0	0%
11	Cn1c(Cc2ccccc2)nnc1SCC(=O)NCCc1ccccc1	-11%	3%	-7%	-8	-17%
12	CC1CC(C)CN(C(=O)c2ccc(NS(=O)(=O)c3ccc4[nH]c(=O)[nH]c4c3)cc2)C1 (centres undefined)	-10%	-7%	/	-7	-4%
13	Cc1ccc(SCCC(=O)N2CCC(C)CC2)cc1	-14%	18%	-5%	-3	0%
14	CC(=O)c1cccc(CN2CCC(n3nccc3NC(=O)CCCc3ccccc3)CC2)c1	-9%	-3%	-14%	0	-10%
15	CC(=O)NCCc1ccc(S(=O)(=O)NCc2ccc3c(c2)OCO3)cc1	-12%	-10%	-10%	-1	-1%
16	CC(C)(C)N/N=C1\CC(c2ccccc2)Oc2ccccc21 (centres undefined)	-27%	8%[11.4 µM]	-12%	-13	-6%[60.1 µM]

no.	APE1 inh	ALOX12 inh	POLB inh	ERG Ets-DNA blk
9	0%	0%	9%	-5%
10	16%	0%	46%	-5%
11	0%	-1%	32%	-7%
12	-3%	-2%	/	-2%
13	22%	0%	-16%	-5%
14	-5%	195%[activator]	74%	-1%
15	-6%	6%	?	1%
16	1%	-4%	1%[57.1 µM]	5%

New compounds follow
no.	SMILES	POLH inh	RGS4 inhibitor	Apoferritin bind	LDHA inh	Pol kappa inh
17	O=C(O)CN1C(=O)/C(=C\c2cccc(OCc3ccccc3F)c2)SC1=S	?	?	-10%	?	-12%
18	COc1ccc(S(=O)(=O)N2CCOCC2)cc1NC(=O)CSc1cc(C)ccc1C	-6%	-7%	/	-2	-12%
19	CCOC(=O)c1c(CN(C)C)oc2cc(CN(C)C)c(O)c(CSc3ccccc3)c12	-18%	-42%	-12%	-3	0%
20	CC1CCCCN1C(=O)COC(=O)CSc1ccc(C(N)=O)cc1[N+](=O)[O-] (centres undefined)	-21%	-13%	/	0	0%
21	CCc1cc(C(=O)N/N=C/c2ccc(O)cc2)c2ccccc2n1	2%	1%	1%	-1	-10%
22	CCN(CC)S(=O)(=O)c1ccc(NC(=O)COc2cccc(-n3cnnn3)c2)cc1	-24%	-6%	/	-7	2%
23	Cc1ccc(-n2nnnc2-c2cnc3cc4c(cc3c2C)OCO4)cc1	-8%	-10%	-4%	7	-5%
24	C#CCN1C(=O)C(O)(CC(=O)c2cc(OC)ccc2OC)c2ccccc21 (centres undefined)	4%	-19%	2%	-1	-1%

no.	APE1 inh	ALOX12 inh	POLB inh	ERG Ets-DNA blk
17	12%	40µM*	9%	8%
18	11%	9%	/	0%
19	4%	?	11%	-3%
20	/	3%	/	-3%
21	17%	4%	93%	5%
22	10%	0%	/	0%
23	4%	10%	-1%	-2%
24	0%	0%	-1%	4%

(cont.)
no.	SMILES	POLH inh	RGS4 inhibitor	Apoferritin bind	LDHA inh	Pol kappa inh
25	COc1ccc(NC(C#N)c2ccccc2OCc2ccccc2)cc1 (centres undefined)	-5%	-9%	?	2	-6%
26	O=C(CS(=O)CC(=O)N(CC(=O)NC1CCCC1)c1ccc2c(c1)OCCO2)Nc1ccc(F)cc1 (centres undefined)	-15%	-8%	-11%	0	-8%
27	COc1cccc(C2=CC(=O)C[C@H](c3ccc(F)cc3)C2)c1OC	-14%	-16%	/	5	11%
28	Nc1nonc1-n1nnc(C(=O)N/N=C/c2cccnc2)c1CSc1ccc(Cl)cc1	-17%	-26%	-25%	-1	3%
29	Cc1cc(NC(=O)CS(=O)(=O)c2cn(Cc3ccccc3Cl)c3ccccc23)no1	-14%	22%	3%	15	-2%
30	N=c1c2c(n(Cc3ccccc3)c3c1CCC3)CCC2	-1%	19%	-19%	-6	-9%
31	O=C(c1cccc(S(=O)(=O)N2CCCCCC2)c1)N1CCN(c2ccccc2F)CC1	-4%	17%	-5%	-2	-23%
32	NC(=O)CC1C(=O)N(c2ccccc2)C(=S)N1NC(=O)c1ccc(Br)cc1 (centres undefined)	-1%	-2%[56.9 µM]	3%	-6	-25%

no.	APE1 inh	ALOX12 inh	POLB inh	ERG Ets-DNA blk
25	1%	1%	-14%[57.1 µM]	16%
26	-10%	0%	27%	7%
27	28%	17%	/	13%
28	24%	-6%	-1%	-5%
29	-7%	4%	-3%	-4%
30	14%	36%[activator]	31%	-5%
31	-10%	110%[activator]	9%	-3%
32	16%	70%[activator]	-22%	-4%

Continuation:
no.	SMILES	POLH inh	RGS4 inhibitor	Apoferritin bind	LDHA inh	Pol kappa inh
33	C[C@@]12C=Cc3occc3[C@H]1CC[C@]13CC(=O)[C@@H](CC[C@H]12)C3	/	-29%	-2%	/	-11%
34	O=c1c(-c2ccc(O)cc2)coc2cc(O)cc(O)c12	-1%[57.1 µM]	4%[56.9 µM]	3%	-2	-15%[60.1 µM]
35	CCOC(=O)C1=C(C)N=C(SC)N(C)C1c1ccccc1 (centres undefined)	-8%	10%	-14%	-8	-8%
36	Nc1nc(NCCO)nc(NCc2ccccc2)c1[N+](=O)[O-]	-8%	-1%	-8%	-3	5%
37	CNC(=O)c1[nH]cnc1C(=O)Nc1ccc(OC)cc1	-4%	5%	3%	4	-6%
38	CCCC[C@@H](CNC)NC[C@H](Cc1ccc(O)cc1)NCCc1ccc(OCC)cc1	-12%	15%	-14%	-15	-5%
39	COc1cccc(C2CC(c3ccc(C(C)C)cc3)n3nc(N)nc3N2)c1 (centres undefined)	-23%	-3%	-2%	-8	-21%
40	COc1ccc(NC(=O)c2cccc3ccccc23)cc1	-14%	-15%[56.9 µM]	-11%	0	10%

no.	APE1 inh	ALOX12 inh	POLB inh	ERG Ets-DNA blk
33	19%	/	/	/
34	-1%&-5%&-8%&7%&1%&6%	?	?	-3%
35	-2%	-17%	11%	-3%
36	24%	/	53%	-14%
37	4%	-15%	-3%	0%
38	12%	-9%	34%	0%
39	-4%	7%	3%	-7%
40	21%	-9%	43%	12%

Some entries already given, reduced to POLH inh, Pol kappa inh and APE1 inh:
nr	SMILES	POLH inh	Pol kappa inh	APE1 inh
35	CCOC(=O)C1=C(C)N=C(SC)N(C)C1c1ccccc1 (centres undefined)	-8%	-8%	-2%
36	Nc1nc(NCCO)nc(NCc2ccccc2)c1[N+](=O)[O-]	-8%	5%	24%
37	CNC(=O)c1[nH]cnc1C(=O)Nc1ccc(OC)cc1	-4%	-6%	4%

Additional compounds follow.
no.	SMILES	POLH inh	RGS4 inhibitor	Apoferritin bind	LDHA inh	Pol kappa inh
41	Clc1ccc(-c2cn3ccccc3n2)cc1	-2%	-4%	-10%	-2	-1%
42	COc1ccc(NC(=O)CN(C)CC(=O)Nc2sc3c(c2C#N)CCC3)cc1	?	20%	/	1	-17%
43	CCOC(=O)N1CCN(C(=S)NC(=O)C23CC4CC(CC(C4)C2)C3)CC1	-10%	-1%	-14%	-8	-14%
44	Cc1occc1-c1nnc(SCC(=O)N2CCOCC2)o1	-7%	-21%	-5%	0	-3%
45	CC1CCCN(C(=O)c2nn(C)c3c2CS(=O)(=O)c2ccccc2-3)C1 (centres undefined)	-9%	-14%[56.9 µM]	-4%	0	13%
46	CCOc1ccc(CCNC(=O)c2nn(C)c3c2CS(=O)(=O)c2ccccc2-3)cc1OCC	-18%	-1%	-2%	1	-1%
47	Cc1cccc(CCNC(=O)CNS(=O)(=O)c2ccc3nc(C)sc3c2)c1	4%	16%	?	0	-24%

no.	APE1 inh	ALOX12 inh	POLB inh	ERG Ets-DNA blk
41	0%	6%	40%	4%
42	-6%	30%	/	-13%
43	0%	-16%	3%	3%
44	-1%	-16%	0%	-4%
45	-19%	-19%	-28%	0%
46	-5%	4%	-15%	1%
47	78%[activator]	-15%	7%	7%
